# PHOSPHO1 block: blocks human PHOSPHO1 phosphatase activity | Q8TCT1 | recombinant PHOSPHO1, absorbance phosphatase assay | inhibition, % at 13.3 µM | actives 1.1% (n = 290,000) | AID 1565; in the data active means inhibition above about 60%
# M18AAP inhibitor: blocks P. falciparum M18 aspartyl aminopeptidase | recombinant PfM18AAP, H-Glu-NHMec fluorogenic cleavage | inhibition, % at 7.35 µM | actives 1.2% (n = 290,000) | AID 1822;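 active means inhibition above the campaign mean inhibition over all tested compounds plus 3 SD, cut at about 28% in these data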;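 further: 0% = plate median of test compound wells and 100% = 2 mM ZnCl2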
# IMP-1 inh: inhibitors of Pseudomonas aeruginosa IMP-1 metallo-beta-lactamase | AID 1556 | purified IMP-1, nitrocefin hydrolysis, epi-absorbance fluorescence | actives 0.45% (n = 290,000) | inhibition, % at 5.6 µM;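 active means inhibition above the mean plus 3 SD of all compounds in the same screening run, cut at about 4.5% in these data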;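 further: 0% = IMP-1 with DMSO and 100% = DMSO wells lacking enzyme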
#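 System: Purified recombinant IMP-1 metallo-beta-lactamase enzyme | Measured by: Fluorescence quenching readout, ex 480/em 530 nm | Replication: Singlicate | Incubation: 15 min preincubation plus 25 min reaction at 25 °C | Evaluation: Percent inhibition from optical density relative to buffer-blank wells | Benchmarks: DMSO with and without IMP-1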
# GPR7 antagonist: human neuropeptides B/W receptor 1 antagonism; P48145; GPR7-expressing cells, fluorescence antagonist assay; inhibition, % at 4.4 µM; actives 1.1% (n = 290,000); in the data active means inhibition above about 16%, passing the limit was not always enough;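 further: cells stimulated with the agonist NPW; 0% = agonist with vehicle and 100% = vehicle without agonist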
# p-CIP stab down: compounds decreasing mouse p/CIP protein stability. F442A p/CIP-EGFP cells, EGFP fluorescence, 16 h. decrease of EGFP signal, % at 10 µM. actives 0.01% (n = 290,000). AID 1984;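 active means EGFP signal decrease of at least 30% at 10 µM or well 3 SD below plate mean, unless failing retest; inactive means the rest, including hits failing retest or dose response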; further: some compounds called inactive have numbers as strong as hits; many of its hits are not listed in these tables
# Target sequence (Q05BA5 1-1403): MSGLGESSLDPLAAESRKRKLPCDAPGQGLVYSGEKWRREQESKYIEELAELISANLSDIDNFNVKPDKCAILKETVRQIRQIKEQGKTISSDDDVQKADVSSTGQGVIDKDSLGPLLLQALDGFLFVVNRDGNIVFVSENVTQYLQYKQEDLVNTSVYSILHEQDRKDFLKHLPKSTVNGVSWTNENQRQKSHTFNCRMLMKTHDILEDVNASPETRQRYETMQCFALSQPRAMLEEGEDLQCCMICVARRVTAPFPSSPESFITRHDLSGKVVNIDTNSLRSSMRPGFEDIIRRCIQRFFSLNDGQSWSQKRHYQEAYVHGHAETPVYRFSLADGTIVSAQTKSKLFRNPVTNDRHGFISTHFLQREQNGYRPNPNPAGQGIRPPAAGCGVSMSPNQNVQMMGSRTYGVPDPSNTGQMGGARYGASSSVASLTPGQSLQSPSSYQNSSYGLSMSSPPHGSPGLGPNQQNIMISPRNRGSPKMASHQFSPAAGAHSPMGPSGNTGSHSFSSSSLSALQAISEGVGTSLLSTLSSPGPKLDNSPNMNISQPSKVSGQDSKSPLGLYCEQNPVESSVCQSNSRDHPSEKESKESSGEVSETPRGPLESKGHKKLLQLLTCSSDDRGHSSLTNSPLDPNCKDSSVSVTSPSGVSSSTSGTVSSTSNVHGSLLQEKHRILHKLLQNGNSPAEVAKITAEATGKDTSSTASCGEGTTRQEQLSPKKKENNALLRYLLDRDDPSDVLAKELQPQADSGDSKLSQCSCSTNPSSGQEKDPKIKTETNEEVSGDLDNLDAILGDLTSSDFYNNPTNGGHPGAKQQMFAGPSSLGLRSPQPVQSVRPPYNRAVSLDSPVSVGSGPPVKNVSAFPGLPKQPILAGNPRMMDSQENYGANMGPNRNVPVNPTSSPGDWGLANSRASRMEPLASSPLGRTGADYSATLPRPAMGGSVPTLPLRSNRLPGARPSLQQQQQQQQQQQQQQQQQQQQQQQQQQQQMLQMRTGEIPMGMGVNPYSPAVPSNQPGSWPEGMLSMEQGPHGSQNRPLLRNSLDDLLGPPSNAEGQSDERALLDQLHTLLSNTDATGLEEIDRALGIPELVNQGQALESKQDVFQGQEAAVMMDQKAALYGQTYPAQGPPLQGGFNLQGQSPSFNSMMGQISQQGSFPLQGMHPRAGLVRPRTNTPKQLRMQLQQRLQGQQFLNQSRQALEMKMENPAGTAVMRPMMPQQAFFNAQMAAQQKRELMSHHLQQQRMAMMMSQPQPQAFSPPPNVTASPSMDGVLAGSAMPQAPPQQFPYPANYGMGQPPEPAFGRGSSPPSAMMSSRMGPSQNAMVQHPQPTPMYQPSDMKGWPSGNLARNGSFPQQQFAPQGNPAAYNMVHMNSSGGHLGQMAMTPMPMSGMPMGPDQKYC
# IDE cell activ: IDE (human) activation, cell-based; activation, % at 5.96 µM; AID 493087; P14735; HEK cells, FAbeta-B cleavage, fluorescence polarization; 0% vehicle, 100% cell-free pure enzyme wells; actives 0.073% (n = 340,000);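 active means activation above the mean of all tested compounds plus 3 SD, set per screening campaign, cut at about 17% in these data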
# IDE cell inh: inhibits human insulin-degrading enzyme in HEK cells; inhibition, % at 5.59 µM; actives 0.41% (n = 320,000); P14735; FAbetaB cleavage, fluorescence polarization;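 active means percent inhibition above the average of all tested compounds plus 3 SD, set per screening campaign, cut at about 16% in these data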;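 further: IDE supplied by intact live HEK cells; FP after avidin binding of uncleaved biotin substrate so inhibition keeps polarization high; 0% = DMSO wells and 100% = 60 µM reference IDE inhibitor Ii1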
# VIM-2 inhibitor: blocks Pseudomonas aeruginosa VIM-2 metallo-beta-lactamase; purified VIM-2, nitrocefin hydrolysis, epi-absorbance fluorescence; inhibition, % at 5.6 µM; actives 0.89% (n = 290,000); AID 1527;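 active means inhibition above the mean of all tested compounds plus 3 SD, cutoff set per screening run, cut at about 7.5% in these data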;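 further: red hydrolysis product quenches plate fluorescence so inhibitors raise well fluorescence; 0% = enzyme with DMSO and 100% = DMSO without enzyme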
# NALP1 inh: inhibitors of NALP1 inflammasome in yeast; inhibition, % at 10 µM; S. cerevisiae NALP1/ASC/caspase-1 growth, X-gal OD620, 72 h; actives 0.61% (n = 280,000); in the data active means inhibition mostly above about 24%, no sharp cut-off; inactive means mostly below about 32%; further: some compounds called inactive have numbers as strong as hits
# * = called active by the depositor; / = no result given.
compound	PHOSPHO1 block	M18AAP inhibitor	IMP-1 inh	GPR7 antagonist	p-CIP stab down	IDE cell activ	IDE cell inh	VIM-2 inhibitor	NALP1 inh
Cc1cc(SCC(=O)NCCN2C(=O)CSC2=O)nc2ccccc12	-11.1	-0.5	-4.1	-5.4	-24.4	0.9	0.7	-3.6	10.1
CCCC(=O)c1cc2c(cc1NC(=O)c1ccccc1F)OCCO2	32.5	-2.7	0.3	1.5	7.9	3.9	0.3	0.8	17.5
COc1cccc2cc(C(=O)NC(C)C3CCCO3)c(=O)oc12 (stereo unspecified)	13.6	2.9	-3.5	-0.6	-3.4	7.4	2.8	2.0	21.1
CCNc1c([N+](=O)[O-])ncn1C	3.4	-0.1	0.6	0.4	-17.0	4.6	0.9	-0.1	-2.3
O=C(NCC1CCCO1)c1c(O)c2c([nH]c1=O)CCCC2 (stereo unspecified)	27.2	-1.9	-2.0	5.5	-4.3	-5.5	1.6	-0.4	34.3
CNc1oc(-c2cccc3ccccc23)nc1C#N	3.2	2.3	-2.0	-3.6	2.9	0.3	3.3	0.7	7.9
CC1CCc2c(nc3ncnn3c2Nc2ccc(OC(F)(F)F)cc2)C1 (stereo unspecified)	-3.2	-10.1	-2.0	3.8	-18.6	-2.1	6.2	0.3	-7.9
CCCC1N2CC3([N+](=O)[O-])CN1CC([N+](=O)[O-])(C2)C3(C)C (stereo unspecified)	10.9	1.0	-3.2	1.4	-3.5	6.3	3.9	-3.5	35.9
COc1ccc(Nc2ccc([N+](=O)[O-])cn2)cn1	19.0	-3.8	-5.1	0.7	-0.5	5.6	4.9	-1.7	-12.1
N#Cc1cccn1-c1nccs1	31.7	0.6	-4.9	-0.7	3.7	3.2	4.6	-3.9	-2.8
Oc1ccccc1C1=Nc2ncnn2C(c2ccccc2)C1 (stereo unspecified)	12.5	18.9	-1.9	-1.8	6.5	4.2	1.1	-5.1	-0.7
Cc1cc(C)c(C(=O)N2CCCC(C(=O)c3cc(F)ccc3F)C2)o1 (stereo unspecified)	26.2	-0.7	-1.0	-9.2	-21.7	3.4	0.6	-4.3	6.4
CN1/C(=C/c2cc[n+](C)c3ccccc23)C=Cc2ccccc21	13.5	-7.2	-2.2	-24.0	-15.2	1.7	/	-1.9	-0.2
O=C(O)c1ccc(-c2nc3ccccc3[nH]2)cc1	-9.3	4.9	-0.4	-10.8	-14.6	3.3	7.3	0.8	35.6
CC(=O)NN1C(=O)/C(=C/c2ccc(C(C)C)cc2)SC1=S	-7.8	11.0	0.7	-12.9	0.6	-1.0	0.9	0.3	20.5
COc1cc([N+](=O)[O-])ccc1NC(=O)CN(C)C	-7.7	2.6	-2.5	-4.1	7.9	0.7	-4.9	-1.9	29.0
Cc1ccc(S(=O)(=O)NCC2CCC(C(=O)NCCCN3CCOCC3)CC2)cc1 (stereo unspecified)	-35.6	-4.9	-1.8	-12.3	2.2	-3.1	0.3	-1.9	8.8
COc1ccc2c(Cl)c(C(=O)NCc3ccco3)sc2c1	9.4	9.0	1.3	2.9	-3.2	-5.6	-2.0	-3.0	-4.4
N#C/C(=C/c1cn(-c2ccccc2)nc1-c1cccc(OCc2ccc(F)cc2)c1)C(=O)NCCCn1ccnc1	2.4	3.1	-5.0	-4.1	-4.1	1.2	0.2	-3.4	31.3
COc1ccc(C2=[N+]([O-])C(C)(C)C(c3ccccc3)=N2)cc1	-25.8	4.3	-2.5	-3.5	1.6	6.9	-2.7	-2.6	39.2
Cc1cccc(N/C(N)=N/c2nc(C)cc(=O)[nH]2)c1	39.5	2.9	-2.8	-6.2	0.6	-14.2	15.3	-2.1	0.4
CCN(CCn1cccn1)Cc1cn[nH]c1-c1ccc(-c2ccccc2)cc1	3.5	5.4	-2.8	-12.6	3.2	3.6	-1.3	-1.2	-5.5
Cn1cc(Br)c(NC(=O)/C=C/C(=O)O)n1	16.0	-12.9	-3.8	-20.1	-8.7	-4.2	-1.4	-3.8	-8.7
O=c1c(-c2ccc(Br)cc2)coc2c(CN3CCCCC3)c(O)ccc12	22.9	2.7	-2.0	-8.0	-0.7	5.0	/	-2.0	7.3
O=C(NCc1ccco1)C(=S)N1CCCC1	-25.3	-17.3	-1.4	-11.5	2.0	-1.2	4.6	1.9	12.7
O=C(COC(=O)c1cc(S(=O)(=O)N2CCCCC2)ccc1N1CCOCC1)NCCc1ccc(F)cc1	20.5	-1.9	1.1	1.2	6.3	1.9	1.8	-1.0	-18.1
CCOC(=O)c1ccc(NC(=S)N(CCCN2CCN(CC)CC2)Cc2ccco2)cc1	-53.3	6.2	-2.3	-0.3	-0.3	1.8	-1.0	-2.7	18.0
Cc1cc2[nH]c(=O)c(=O)[nH]c2cc1S(=O)(=O)Nc1cccc(Cl)c1C	28.1	6.5	-3.0	-5.1	1.5	1.1	1.3	-3.3	16.3
Cc1ccc(OCC(=O)Nc2ccc3c(c2)OCO3)c(C)c1	49.0	-5.3	-0.1	-12.7	-14.4	3.1	-2.0	0.6	-15.0
O=C(NC1CCCCCCC1)C1CCC(CNc2c(N3CCCC3)c(=O)c2=O)CC1 (stereo unspecified)	-17.3	0.0	-2.0	-6.7	-10.1	6.0	3.1	-2.6	23.6
Cc1ccc(CNC(=S)Nc2ccc(OC(F)F)cc2C)cc1	-1.4	-4.1	-2.9	7.6	-6.4	2.8	-1.5	-2.8	12.9
COc1ccc(-c2cnc3c(c2)CCC3(C#N)C#N)cc1	-2.2	-4.9	-1.9	16.8	-7.9	-2.6	5.9	1.0	34.2
O=c1c2cn[nH]c2[nH]c(=S)n1-c1cccc(Cl)c1	-2.6	26.9	-4.1	-1.6	-3.7	-4.9	1.1	-1.4	6.3
Cc1cc(=O)[nH]c(N/N=C/c2c(C)oc3ccccc23)n1	-3.7	-9.6	-3.2	1.2	4.0	3.0	-2.8	-1.8	6.2
Cc1cccc(NC(=O)c2ccc(Cl)c(S(=O)(=O)N3CCCC3)c2)n1	22.6	2.7	-2.8	-13.1	-11.6	-0.9	4.5	-0.2	12.4
Cc1nnc(NC(=O)CCSc2ccccc2)s1	7.0	4.2	-2.3	-6.1	2.7	2.9	2.4	-2.8	15.6
O=C(C1CCN(S(=O)(=O)N2CCOCC2)CC1)N1CCN(Cc2ccc3c(c2)OCO3)CC1	7.6	4.8	-2.5	-2.3	8.3	2.4	/	0.5	-15.9
Cc1ccc(S(=O)(=O)NCC(c2cccnc2)N(C)C)cc1 (stereo unspecified)	2.3	2.1	-2.6	-7.1	-8.3	4.0	3.5	0.1	25.3
CC(C)(C)n1nc2c(c1NC(=O)c1cc(Cl)ccc1[N+](=O)[O-])CS(=O)(=O)C2	19.9	-2.3	0.1	21.8	43.1	-0.7	-4.5	1.3	22.4
O=C(NC1CCCCC1)c1cccc(OCc2ccccc2)c1	32.7	5.0	-2.3	-1.8	-6.3	4.9	-1.3	-0.3	2.6
COCCNC(=S)N1CCN(c2nc3ccccc3s2)CC1	1.4	3.5	-3.2	-1.2	-14.7	-2.1	1.2	-0.3	16.0
COc1ccc(-c2cc(C(F)(F)F)n3nc(C(=O)Nc4cc(C)on4)cc3n2)cc1OC	2.9	-8.5	-3.4	-3.2	-14.3	-1.5	0.4	-3.1	13.7
CN(C(=O)c1ccncc1)c1nnc(-c2cccnc2)s1	-32.1	1.4	-3.6	-1.7	-11.0	3.4	2.9	-3.7	6.8
Nc1nonc1-n1nnc(C(=O)O)c1-c1cccs1	0.1	1.9	-0.8	-11.3	-0.7	2.2	7.1	-2.8	-1.1
C/C(=N/NC(=O)c1ccncc1)c1ccc(NC(=O)c2ccc(Cl)cc2Cl)cc1	18.5	1.8	-0.6	3.2	-3.9	0.8	-4.4	-0.8	3.8
CC(=O)Nc1ccc(OCC(O)CN2CCN(c3ccc(F)cc3)CC2)cc1 (stereo unspecified)	14.9	6.6	-7.2	8.1	-6.7	4.5	7.8	-2.6	19.8
O=C(Nc1nccs1)C(c1ccccc1)N1CCCC1 (stereo unspecified)	24.4	5.8	-4.0	-17.2	1.1	2.8	5.5	-4.3	5.0
COc1cc(CCC(=O)OCC(=O)Nc2ccc(F)c(F)c2)cc(OC)c1OC	8.2	-1.9	-0.3	1.6	-13.9	4.8	-1.5	0.1	14.3
CC(C)CCN(CCC(C)C)C/C(O)=C(\C#N)c1nc(-c2ccccc2)cs1	21.4	2.3	-7.8	-20.5	5.7	1.1	-6.0	-4.5	16.0
O=C(COC(=O)/C=C/c1cccc(C(F)(F)F)c1)NCc1ccc(F)cc1	4.2	-7.5	-0.7	1.6	-2.1	-0.1	-1.0	0.4	30.7
COc1ccc(OCC(=O)Nc2ccccc2C(=O)N2CCOCC2)cc1	-5.1	2.4	-2.0	-19.6	-22.7	1.8	-0.4	-1.7	12.3
Cc1ccn2cc(-c3ccc(Br)cc3)nc2c1	-0.8	-6.4	-0.6	-4.9	8.3	-2.9	8.1	0.0	6.3
Cc1cc(C)cc(OCC(=O)OCC(=O)c2ccc3c(c2)NC(=O)CO3)c1	-13.6	-6.7	-5.8	-8.7	-15.9	4.2	8.2	-4.4	12.8
COc1ccc(N(C(=O)CNC(=O)c2ccco2)C(C(=O)NC2CCCCC2)c2cccnc2)cc1 (stereo unspecified)	23.3	5.5	-1.6	-8.3	9.9	3.7	-2.1	-1.4	-3.8
Cc1nc2ccccn2c1P(=Nc1ccccc1)(N(C)C)N(C)C	22.0	-6.2	-3.1	-10.3	-7.4	-1.1	9.4	-0.6	9.4
O=C(COC(=O)CNS(=O)(=O)c1ccccc1)NC12CC3CC(CC(C3)C1)C2	0.3	-0.3	-2.4	-2.1	10.5	6.1	5.0	-2.0	5.5
Cc1cc(O)c(C(=O)/C=C/c2c(F)c(F)c(F)c(F)c2F)c(=O)o1	2.8	1.5	-2.0	8.3	-16.0	-1.4	6.8	-2.5	13.9
CCN(CC)C(=O)COc1ccc(Br)cc1Cl	17.4	-3.0	-3.2	-17.7	-6.8	2.2	4.0	-3.4	0.1
COc1cccc(/C=C2\SC(=S)N(CC(=O)N(C)C3CCS(=O)(=O)C3)C2=O)c1 (stereo unspecified)	23.5	8.2	-0.5	6.9	4.1	-2.8	-3.5	1.7	7.6
CC[C@@]1(c2cccc(C)c2)C(=O)N(C(=O)OC)N1C(=O)OC	25.4	-8.5	-2.0	-4.9	-8.0	7.9	-1.7	0.5	19.4
CCOc1cc(/C=C2\C(=N)N3N=C(N4CCCCC4)SC3=NC2=O)ccc1OC(=O)c1ccco1	25.4	6.1	-5.0	-7.8	-4.4	-9.4	1.3	-3.9	-11.0
